GC-B act: GC-B (human) receptor activation; P20594; HEK293-GC-B cells, CNP EC30, cGMP TR-FRET; 0% at EC30 CNP, 100% saturating CNP; activation, % at 10 µM; 0.11% of 370,000 active; AID 1920062;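 active = activation at 10 µM reaching about 35% in either raw or pattern-adjusted values, limit read from the data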
Target sequence (P20594 whole entry, looked up): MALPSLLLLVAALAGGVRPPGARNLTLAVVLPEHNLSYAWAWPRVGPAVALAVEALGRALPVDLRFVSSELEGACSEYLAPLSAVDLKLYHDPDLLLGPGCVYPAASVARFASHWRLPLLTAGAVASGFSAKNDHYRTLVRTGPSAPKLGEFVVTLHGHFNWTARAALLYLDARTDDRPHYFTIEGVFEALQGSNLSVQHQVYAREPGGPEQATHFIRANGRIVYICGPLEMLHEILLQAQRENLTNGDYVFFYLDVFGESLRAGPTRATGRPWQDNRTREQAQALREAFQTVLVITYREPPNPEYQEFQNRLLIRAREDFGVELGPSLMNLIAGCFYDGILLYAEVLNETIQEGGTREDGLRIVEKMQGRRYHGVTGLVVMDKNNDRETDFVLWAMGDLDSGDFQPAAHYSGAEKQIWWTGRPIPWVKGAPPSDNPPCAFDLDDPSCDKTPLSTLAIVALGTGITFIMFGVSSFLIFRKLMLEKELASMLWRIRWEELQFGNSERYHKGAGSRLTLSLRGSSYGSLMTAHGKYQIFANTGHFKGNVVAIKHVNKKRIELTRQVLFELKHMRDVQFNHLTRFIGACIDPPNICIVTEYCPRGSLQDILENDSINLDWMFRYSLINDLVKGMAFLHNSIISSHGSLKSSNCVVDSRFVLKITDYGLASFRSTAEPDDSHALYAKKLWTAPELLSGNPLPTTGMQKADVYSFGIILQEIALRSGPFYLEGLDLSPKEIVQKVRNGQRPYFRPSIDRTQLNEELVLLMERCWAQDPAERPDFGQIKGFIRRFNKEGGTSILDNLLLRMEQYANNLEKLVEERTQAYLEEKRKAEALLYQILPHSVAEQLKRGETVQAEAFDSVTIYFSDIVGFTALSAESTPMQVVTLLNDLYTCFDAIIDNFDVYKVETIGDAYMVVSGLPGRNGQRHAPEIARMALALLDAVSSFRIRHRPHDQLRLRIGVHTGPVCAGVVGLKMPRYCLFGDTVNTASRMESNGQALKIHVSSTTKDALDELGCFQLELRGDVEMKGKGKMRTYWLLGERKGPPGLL
ADAM10 inh: ADAM10 inhibition, QFRET primary screen | O14672 | recombinant ADAM10, EDANS/DABCYL FRET peptide cleavage, 3 h | inhibition, % at 7 µM | 0.62% of 370,000 active | AID 720582;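 active = inhibition above a per-campaign cutoff equal to the mean of compounds falling between control-based bounds plus 3 SD, cut at about 20% in these data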;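 note: 0% = DMSO wells while the 100% control is not disclosed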
sPLA2-III inh: Blocks human group III sPLA2 activity; QFRET BODIPY PC-A2 liposome hydrolysis, fluorescence; inhibition, % at 12.2 µM; 0.56% of 370,000 active; AID 743126;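 active = inhibition above mean plus 3 SD of compounds lying within the high and low control bounds, cut at about 19% in these data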;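 note: 0% = median of test compound wells and 100% = no enzyme DMSO wells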
DDE Tn6 FP inh: DD(E)-Tn6 binding inhibition, primary FP screen | Fibrin DD(E) TRITC-Tn6 fluorescence polarization displacement | inhibition, % at 8.3 µM | 0.21% of 370,000 active;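 active = inhibition above a per-campaign cutoff: mean of compounds within control limits plus 3 SD, cut at about 15% in these data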;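 note: 0% = median of all compound wells on the plate and 100% = blocking peptide control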
ARFGAP1 inh: inhibitors of rat ARFGAP1. inhibition, % at 16.5 µM. AID 651572. Q62848. Arfgap1-stimulated ARF1 GTP hydrolysis, GDP FP detection. 0.26% of 360,000 active;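 active = inhibition above a per-plate limit, mean inhibition of low control wells plus 3 SD, cut at about 25% in these data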;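 note: 0% = DMSO wells with enzyme and 100% = wells lacking Arfgap1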
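Material: rat Arfgap1 catalytic domain, aa 1-136; also added: human ARF1(Δ1-17)-GTP substrate; compound dosing: one concentration, 16.5 µM, DMSO 1.26%; incubation: GTP hydrolysis reaction 2 h at 25 °C; measured by: Tracer-displacement fluorescence polarization with EDTA stop, 620/688 nm; evaluation: % inhibition from polarization; repeats: one replicate per compound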
NPR1 activator: GC-A (human) enzyme activation. HEK293 GC-A cells, cGMP TR-FRET, EC30 ANP; 0% at EC30 ANP, 100% saturating ANP. activation, % at 10 µM. 0.14% of 370,000 active. AID 1671463; in the data active = activation above about 40%
FXN GAA850 act: frataxin GAA850 promoter activation | activation, % at 6 µM | HEK293 lucGAA850 FXN promoter luciferase reporter, 24 h; percent of 10 µM SAHA response | 0.56% of 360,000 active;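 active = activation above the average of all compounds screened plus 3 SD, cutoff fixed separately per campaign, cut at about 7.5% in these data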;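 note: 0% = DMSO wells and 100% = 10 µM SAHA wells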
rCAG RNA binder: r(CAG) repeat RNA binding. TO-PRO-1 dye displacement fluorescence. inhibition, % at 3 µM. 1.3% of 370,000 active;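 active = inhibition above the plate cutoff, the mean of all test compounds on that plate plus 3 SD, cut at about 35% in these data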;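 note: 0% = DMSO alone and 100% = 100 µM mitoxantrone as full dye displacement; higher means more dye released from RNA so lower well fluorescence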
ASAP1 inh: inhibitors of human ASAP1 ArfGAP activity. AID 624377. Q9ULH1. ASAP1-stimulated ARF1 GTP hydrolysis, GDP FP detection. 0.19% of 360,000 active. inhibition, % at 16.5 µM; in the data active = inhibition above about 25%;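 note: 0% = vehicle with enzyme and substrate and 100% = no enzyme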
KLK7 zymogen act: proKLK7 (human) activation, primary screen; P49862; purified proKLK7, EDANS-DABCYL substrate fluorescence; 100% is mature enzyme control, 0% vehicle; activation, % at 7 µM; 0.9% of 370,000 active; AID 652039;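 active = activation above the mean of all tested compounds plus 3 SD, computed per campaign excluding outliers beyond control limits, cut at about 13% in these data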
An asterisk follows results filed as active; . = no result given.

1. CCn1c(=O)c(C(=O)NC(C)c2ccccc2)c(O)c2ccccc21 (stereo not given)
2. COc1cccc(-c2nnc(SCC(=O)Nc3ccc(OC)c(OC)c3)n2N)c1
3. Cc1c(NC(=O)/C=C/c2cn(-c3ccccc3)nc2-c2ccc(F)cc2)c(=O)n(-c2ccccc2)n1C
4. Cc1cc(CC(C)C)n(-c2nc3ccccc3c(=O)n2OCC(N)=O)n1
5. CCOC(=O)c1[nH]c(C)c(C(=O)Nc2ccccc2C)c1C
6. Cc1ccn2c(NC(=O)c3cccs3)c(-c3ccccc3)nc2c1
entry no.	1	2	3	4	5	6
GC-B act	-3	5	8	-13	-5	-4
ADAM10 inh	1	0	-4	9	-4	-2
sPLA2-III inh	-2	-1	-8	0	-1	-4
DDE Tn6 FP inh	0	4	1	4	-4	-1
ARFGAP1 inh	-3	15	-9	13	1	-17
NPR1 activator	5	4	-1	-5	2	-5
FXN GAA850 act	2.1	-0.3	-0.3	-1.4	-4.5	0.8
rCAG RNA binder	4	2	5	-1	0	4
ASAP1 inh	-1	-2	0	11	10	-6
KLK7 zymogen act	0.1	0.0	-0.1	0.3	0.5	0.3

7. O=C(NC(=S)Nc1ccc(Cc2ccncc2)cc1)c1ccc(F)cc1
8. CC(C)(C)c1ccc(CS(=O)(=O)CC(O)CN2CCCC2=O)cc1 (stereo not given)
9. COc1ccc(C2CC(c3ccccc3)=NN2C(=O)c2cccs2)cc1 (stereo not given)
10. N#CC1=C(N)OC2=C(CN(Cc3ccccc3)C/C2=C\c2cccnc2)C1c1cccnc1 (stereo not given)
11. CCCCOc1ccc(N2C(=O)CC(N(O)c3ccccc3)C2=O)cc1 (stereo not given)
12. COc1ccc(-c2nnc(SCC(C)C)o2)cc1
entry no.	7	8	9	10	11	12
GC-B act	3	0	9	-2	2	0
ADAM10 inh	5	3	5	-53	0	0
sPLA2-III inh	-4	0	-2	-8	-2	-2
DDE Tn6 FP inh	8	2	2	-1	2	-6
ARFGAP1 inh	4	4	-4	8	1	-8
NPR1 activator	5	1	16	-14	6	4
FXN GAA850 act	-0.3	0.8	1.4	0.3	-1.1	4.5
rCAG RNA binder	-1	1	1	4	8	-6
ASAP1 inh	4	-2	0	11	-25	1
KLK7 zymogen act	-0.3	-0.2	0.5	0.8	33*	-0.2

13. CC1Sc2ccc(C(=O)O)cc2NC1=O (stereo not given)
14. O=C(O)/C=C/c1ccc2noc(-c3ccccc3)c2c1
15. C=CCN(CC=C)C(=S)NC(=O)c1ccc(C)c(Br)c1
16. CCC(c1nnnn1Cc1ccco1)N1CCN(c2cc(Cl)ccc2C)CC1 (stereo not given)
17. CCN(C[C@H]1N[C@@](CC)(C(=O)OC)[C@H]2C(=O)N(C)C(=O)[C@@H]12)C(=O)Nc1ccc(C)cc1
18. Cc1cc(C(=O)NC(=S)Nc2ccccc2N2CCCC2)ccc1[N+](=O)[O-]
entry no.	13	14	15	16	17	18
GC-B act	4	-8	3	-4	-1	2
ADAM10 inh	3	-12	0	5	-14	-3
sPLA2-III inh	1	3	19	-2	10	10
DDE Tn6 FP inh	-1	-5	2	8	0	4
ARFGAP1 inh	4	-18	6	-7	6	-4
NPR1 activator	1	-4	-3	-7	0	-7
FXN GAA850 act	-0.5	-1.4	-0.9	-0.2	0.8	1.7
rCAG RNA binder	-1	3	7	-5	-1	2
ASAP1 inh	14	-4	-7	-6	4	2
KLK7 zymogen act	-0.3	0.0	-0.1	0.1	-0.5	-0.8

19. CN(C)S(=O)(=O)c1ccc(C(=O)Nc2nc3ccccc3[nH]2)cc1
20. CCCc1ccc(Oc2cn[nH]c2-c2ccc(O)c(C)c2O)cc1
21. CCSC1=NC(C)(C)C=C(C)N1
22. CN(C)Cc1c[nH]c2nccnc12
23. O=C(O)CCCC(=O)Nc1ccc(S(=O)(=O)Nc2nccs2)cc1
24. CCCOc1ccc(Cc2nn3c(=O)/c(=C/c4ccco4)sc3nc2=O)cc1
entry no.	19	20	21	22	23	24
GC-B act	-2	4	-2	1	1	-5
ADAM10 inh	-11	32*	5	-26	-7	6
sPLA2-III inh	9	-44	5	12	-2	0
DDE Tn6 FP inh	7	-17	9	-9	14	-3
ARFGAP1 inh	15	27*	-15	1	-7	-2
NPR1 activator	5	47*	1	-1	1	-11
FXN GAA850 act	1.1	-0.5	1.0	1.9	-1.6	-0.7
rCAG RNA binder	0	16	-2	0	0	30
ASAP1 inh	13	14	4	1	-2	-2
KLK7 zymogen act	-0.1	-0.5	0.3	0.5	-0.1	-0.6

25. COc1ccc(-c2noc(COc3ccc4c(c3)OCO4)n2)cc1OC
26. CN(C)S(=O)(=O)N1CCN(c2ccc([N+](=O)[O-])cc2)CC1
27. C=CCn1c(C(C)NC(=O)c2ccccc2C)n[nH]c1=S (stereo not given)
28. CCN1CCN(C(c2cccs2)C(C)NC(=O)c2ccco2)CC1 (stereo not given)
29. CCc1nc2ccc(C(=O)N(C)Cc3ccccc3)cn2c1N(CC)Cc1cccc(Br)c1
30. COc1ccc(Nc2nc(C(=O)N(CCO)Cc3ccccc3)cs2)cc1
entry no.	25	26	27	28	29	30
GC-B act	0	-1	5	-4	-7	-3
ADAM10 inh	-7	4	-7	1	-2	5
sPLA2-III inh	2	-1	5	-4	0	-4
DDE Tn6 FP inh	-5	-6	-2	6	5	3
ARFGAP1 inh	15	-2	-3	-2	-8	1
NPR1 activator	9	1	4	1	-16	-1
FXN GAA850 act	2.1	2.5	3.5	1.0	-0.8	0.7
rCAG RNA binder	3	0	-1	-1	2	-1
ASAP1 inh	9	-4	0	0	0	-7
KLK7 zymogen act	0.1	-0.6	0.2	0.2	0.4	0.2

Next part; the last 4 above are carried over.
27. C=CCn1c(C(C)NC(=O)c2ccccc2C)n[nH]c1=S (stereo not given)
28. CCN1CCN(C(c2cccs2)C(C)NC(=O)c2ccco2)CC1 (stereo not given)
29. CCc1nc2ccc(C(=O)N(C)Cc3ccccc3)cn2c1N(CC)Cc1cccc(Br)c1
30. COc1ccc(Nc2nc(C(=O)N(CCO)Cc3ccccc3)cs2)cc1
31. Cc1csc(CNc2ncnc3ccc(-c4ccc5c(c4)OCO5)cc23)c1
32. O=C(CCN1C(=O)COc2ccccc21)N1CCN(c2ccccn2)CC1
33. COC(=O)c1cc(C)nc(Sc2ccccc2N)n1
34. COc1ccccc1-c1csc2ncnc(Sc3nnnn3C)c12
35. CCOCC(=O)N(CC)Cc1ccccc1
36. CCCCN(C1CCS(=O)(=O)C1)S(=O)(=O)c1ccc(OC)cc1 (stereo not given)
entry no.	27	28	29	30	31	32	33	34	35	36
GC-B act	5	-4	-7	-3	32	.	4	6	6	-1
ADAM10 inh	-7	1	-2	5	-44	-17	-7	-6	1	-6
sPLA2-III inh	5	-4	0	-4	-6	3	-2	0	4	4
DDE Tn6 FP inh	-2	6	5	3	4	4	-5	4	-2	-4
ARFGAP1 inh	-3	-2	-8	1	6	1	-6	-2	-3	2
NPR1 activator	4	1	-16	-1	25	.	1	-1	2	2
FXN GAA850 act	3.5	1.0	-0.8	0.7	-0.9	-2.5	.	1.1	-0.1	-0.7
rCAG RNA binder	-1	-1	2	-1	4	-4	3	-3	0	-6
ASAP1 inh	0	0	0	-7	15	-2	0	8	8	3
KLK7 zymogen act	0.2	0.2	0.4	0.2	-0.7	0.0	-0.2	-0.5	0.1	-0.2

37. COc1cc(/C=C/C(=O)NCCN2CCOCC2)cc(OC)c1OC
38. O=C1CSC(=S)N1N=Cc1ccc2c(c1)OCO2
39. Brc1ccccc1OCCN1CCCC1
40. Cn1cccc1P(=O)(c1cccn1C)c1cccn1C
41. O=C(NCc1ccccn1)c1cc2ccccn2n1
42. O=C(CCN1C(=O)/C(=C/c2ccccc2)SC1=S)N1CCCCCC1
entry no.	37	38	39	40	41	42
GC-B act	-1	-2	-2	4	2	0
ADAM10 inh	-48	-5	-2	-3	-11	-5
sPLA2-III inh	8	1	1	6	-1	-5
DDE Tn6 FP inh	-5	0	6	6	0	-3
ARFGAP1 inh	4	1	8	8	4	-19
NPR1 activator	0	-1	1	-1	2	-5
FXN GAA850 act	2.2	3.2	1.4	-0.3	2.1	-9.1
rCAG RNA binder	-3	7	-3	-5	2	1
ASAP1 inh	5	3	2	-8	2	0
KLK7 zymogen act	0.7	0.5	-0.4	-0.1	-0.2	-0.3

43. O=C(Oc1cccc2ccccc12)c1ccccc1
44. COc1ccc(N2CCN(C(CNC(=O)C(=O)NCc3ccncc3)c3ccco3)CC2)cc1 (stereo not given)
45. CN(C)CCOCCSc1ccc(Cl)cc1
46. CC1(C(=O)NNC(=O)c2ccc(=O)oc2)CC1Br (stereo not given)
47. CCOC(=O)C1CCCN(S(=O)(=O)CCNC(=O)c2ccc3c(c2)OCO3)C1 (stereo not given)
48. CCOC(=O)c1nnn(-c2nonc2N)c1CSc1ccccc1
entry no.	43	44	45	46	47	48
GC-B act	-10	-2	-3	-2	6	3
ADAM10 inh	-15	-7	2	-32	-12	-4
sPLA2-III inh	4	13	4	-10	4	-9
DDE Tn6 FP inh	5	4	3	0	-3	-6
ARFGAP1 inh	1	10	-8	4	5	1
NPR1 activator	-2	-3	5	-3	-2	2
FXN GAA850 act	0.8	0.9	-2.4	1.2	1.2	1.0
rCAG RNA binder	-3	2	-4	43*	-6	-6
ASAP1 inh	-5	-1	-9	-4	-1	2
KLK7 zymogen act	-0.5	-1.0	0.5	-1.7	0.0	-0.4

49. O=C1/C(=C2\C(=O)N(Cc3ccc(F)cc3)c3ccccc32)SC(=S)N1CCS(=O)(=O)O
50. CCn1ccnc1CNC(=O)c1cc(COc2ccc(F)cc2F)on1
51. Cc1cccc(COC(=O)Nc2ccc(NC(=O)c3ccccc3Cl)cc2)c1
52. COc1ccc(C2=CC(=O)C[C@H](COCc3ccccc3)N(C(=O)OC(C)(C)C)O2)cc1
53. CCOC(=O)C1CCCN(Cc2cc(Br)ccc2OC)C1 (stereo not given)
54. COc1ccc(CC(=O)Nc2c(C(=O)N3CCN(c4ncccn4)CC3)oc3ccccc23)cc1OC
entry no.	49	50	51	52	53	54
GC-B act	0	-3	5	1	-12	-1
ADAM10 inh	10	-6	0	-5	6	0
sPLA2-III inh	-15	-2	1	-16	-4	1
DDE Tn6 FP inh	0	-8	1	-2	-4	-1
ARFGAP1 inh	-3	-4	1	0	-2	4
NPR1 activator	-1	14	1	0	-12	-1
FXN GAA850 act	1.1	-0.6	-2.5	1.7	-1.1	1.3
rCAG RNA binder	75*	-3	9	5	-4	-2
ASAP1 inh	-8	6	-4	0	0	-7
KLK7 zymogen act	-0.2	-0.2	0.2	0.0	0.5	-0.4

55. Brc1ccc(-n2cnc(-c3ccccc3)c2)cc1
56. CCn1c(SCC(=O)Nc2cc(C)ccc2C)nc2c(c1=O)SC(C)C2 (stereo not given)
57. COC(=O)CCC(=O)Nc1ccc(C)cc1OC(=O)CCC(=O)OC
58. CN(C)CCNc1nc2c(c(=O)[nH]c(=O)n2C)n1CC(O)COc1ccc(Cl)cc1 (stereo not given)
entry no.	55	56	57	58
GC-B act	1	-11	-3	0
ADAM10 inh	2	-7	0	-3
sPLA2-III inh	6	1	9	-2
DDE Tn6 FP inh	2	-1	-6	-7
ARFGAP1 inh	-5	-6	3	13
NPR1 activator	-4	-3	1	1
FXN GAA850 act	5.0	0.4	2.7	-0.9
rCAG RNA binder	-4	-2	-1	1
ASAP1 inh	8	1	-2	13
KLK7 zymogen act	-0.4	0.3	0.2	0.6

High-throughput results (PubChem)
